Source: PubChem BioAssay
GalR3 antag: GalR3 antagonists in HEK293 cells, primary screen, cell-based, fluorescence readout | HEK293 GalR3-CNG cAMP membrane potential fluorescence; galR3 body fused to GalR1 C-terminus | AID 651719, 2012 | inhibition, % at 3 µM | Galanin receptor type 3 (Homo sapiens), O60755 | hit rate 0.44% among 360,000;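 active = inhibition above the screen-wide average plus 3 SD, cut at about 13% in these data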;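 note: forskolin and galanin both at EC90 stimulate the cells; cAMP rise reported by CNG channel membrane potential dye signal; 0% = forskolin plus galanin with DMSO and 100% = forskolin alone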
IMP-1 inh: IMP-1 metallo-beta-lactamase inhibitors, primary screen, biochemical, epi-absorbance readout, Pseudomonas aeruginosa enzyme. metallo-beta-lactamase IMP-1 (Pseudomonas aeruginosa). hit rate 0.45% among 290,000. AID 1556, 2009. purified IMP-1, nitrocefin hydrolysis, epi-absorbance fluorescence. inhibition, % at 5.6 µM;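 active = inhibition above the mean plus 3 SD of all compounds in the same screening run, cut at about 4.5% in these data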;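 note: 0% = IMP-1 with DMSO and 100% = DMSO wells lacking enzyme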
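System: Purified recombinant IMP-1 metallo-beta-lactamase enzyme | Measured by: Fluorescence quenching readout, ex 480/em 530 nm | Replication: Singlicate | Incubation: 15 min preincubation plus 25 min reaction at 25 °C | Evaluation: Percent inhibition from optical density relative to buffer-blank wells | Benchmarks: DMSO with and without IMP-1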
UBC9 SUMO inh: inhibitors of in vitro SUMOylation cascade, primary screen, biochemical, HTRF, uHTS | inhibition, % at 35 µM | SUMO-conjugating enzyme UBC9 (Homo sapiens), P63279 | HTRF SUMOylation assay, SAE1/SAE2 + UBC9 | hit rate 0.36% among 290,000; in the data active = inhibition above about 50%, passing the limit was not always enough; note: strong numbers were not always called active
VIM-2 inh: VIM-2 metallo-beta-lactamase inhibitors, primary screen, biochemical, epi-absorbance readout, Pseudomonas aeruginosa enzyme; purified VIM-2, nitrocefin hydrolysis, epi-absorbance fluorescence; inhibition, % at 5.6 µM; hit rate 0.89% among 290,000;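 active = inhibition above the mean of all tested compounds plus 3 SD, cutoff set per screening run, cut at about 7.5% in these data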;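 note: red hydrolysis product quenches plate fluorescence so inhibitors raise well fluorescence; 0% = enzyme with DMSO and 100% = DMSO without enzyme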
IDE inh: human IDE inhibitors in live cells, primary screen, fluorescence polarization, HEK cells, FAbetaB substrate; AID 434962, 2010; FAbetaB cleavage; inhibition, % at 5.59 µM; Insulin-degrading enzyme (Homo sapiens), P14735; hit rate 0.41% among 320,000;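 active = percent inhibition above the average of all tested compounds plus 3 SD, set per screening campaign, cut at about 16% in these data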;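 note: IDE supplied by intact live HEK cells; FP after avidin binding of uncleaved biotin substrate so inhibition keeps polarization high; 0% = DMSO wells and 100% = 60 µM reference IDE inhibitor Ii1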
Target sequence (P14735 whole entry, looked up): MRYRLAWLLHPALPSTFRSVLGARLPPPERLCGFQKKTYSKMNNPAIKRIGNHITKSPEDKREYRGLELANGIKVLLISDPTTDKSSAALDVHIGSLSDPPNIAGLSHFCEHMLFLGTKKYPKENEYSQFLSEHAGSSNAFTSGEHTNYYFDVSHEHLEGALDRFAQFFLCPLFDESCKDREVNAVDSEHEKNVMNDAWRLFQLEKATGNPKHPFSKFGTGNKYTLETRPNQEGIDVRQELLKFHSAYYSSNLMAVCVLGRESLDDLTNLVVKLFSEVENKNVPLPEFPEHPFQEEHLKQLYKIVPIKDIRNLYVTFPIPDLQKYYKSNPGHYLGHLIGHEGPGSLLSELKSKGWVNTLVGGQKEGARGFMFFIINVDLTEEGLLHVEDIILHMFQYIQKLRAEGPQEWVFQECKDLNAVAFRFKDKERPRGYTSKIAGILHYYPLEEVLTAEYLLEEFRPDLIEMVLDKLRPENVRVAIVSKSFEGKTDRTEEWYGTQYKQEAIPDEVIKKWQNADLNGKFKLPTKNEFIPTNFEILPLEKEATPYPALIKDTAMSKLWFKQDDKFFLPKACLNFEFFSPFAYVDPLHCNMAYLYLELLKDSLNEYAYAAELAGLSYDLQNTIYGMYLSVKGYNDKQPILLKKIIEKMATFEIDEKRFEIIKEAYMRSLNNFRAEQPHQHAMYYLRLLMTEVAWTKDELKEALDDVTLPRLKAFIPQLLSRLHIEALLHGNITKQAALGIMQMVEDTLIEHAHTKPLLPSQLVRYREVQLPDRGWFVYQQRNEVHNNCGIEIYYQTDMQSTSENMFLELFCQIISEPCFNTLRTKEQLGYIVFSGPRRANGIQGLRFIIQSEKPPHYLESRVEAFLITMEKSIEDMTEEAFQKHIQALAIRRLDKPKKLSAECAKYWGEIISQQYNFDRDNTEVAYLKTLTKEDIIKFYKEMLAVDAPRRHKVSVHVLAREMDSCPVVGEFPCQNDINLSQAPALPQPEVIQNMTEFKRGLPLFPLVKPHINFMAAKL
p-CIP stab down: p/CIP-EGFP fusion destabilizers, primary screen, fluorescence, F442A cells; 16 h; decrease of EGFP signal, % at 10 µM; hit rate 0.01% among 290,000;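 active = EGFP signal decrease of at least 30% at 10 µM or well 3 SD below plate mean, unless failing retest; inactive = the rest, including hits failing retest or dose response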; note: some compounds called inactive have numbers as strong as hits; many of its hits are not listed in these tables
HCV NS3 hel inh: inhibitors of HCV NS3 helicase, primary screen, biochemical, Cy5 molecular beacon fluorescence. Hepatitis C virus NS3 helicase. NS3 helicase DNA unwinding. inhibition, % at 10.9 µM. hit rate 0.56% among 290,000. AID 1800, 2009;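 active = inhibition above the mean of all tested compounds plus 3 SD, set per campaign, cut at about 35% in these data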;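 note: 0% = DMSO wells and 100% = thioflavine S control wells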
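Assay system: hepatitis C virus NS3 helicase domain fragment enzyme. Also added: annealed dual-labelled DNA beacon duplex, ATP-started. Timing: 1 h reaction at 25 °C, ATP-initiated. Technique: Cy5 fluorescence at 0 and 60 min, beacon hairpin quenching. Evaluation: % inhibition of unwinding. Replication: one well per compound.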
IDE cell activ: human IDE activators in live cells, primary screen, fluorescence polarization, HEK cells, FAbeta-B substrate. activation, % at 5.96 µM. hit rate 0.073% among 340,000. AID 493087, 2011. FAbeta-B cleavage; 0% vehicle, 100% cell-free pure enzyme wells;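 active = activation above the mean of all tested compounds plus 3 SD, set per screening campaign, cut at about 17% in these data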
CRFBP-R2 block: antagonists of CRF-BP/CRF-R2 complex, primary screen, cell-based, HEK293, calcium dye fluorescence, uHTS | CRF-induced calcium fluorescence | inhibition, % at 11.8 µM | hit rate 0.59% among 350,000 | AID 588475, 2011;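 active = inhibition of the ligand-induced calcium signal above about 50% at the single tested concentration, limit read from the data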
Numbers without * were called inactive.

Screening N#Cc1c(-c2ccccc2)nc(-c2ccncc2)[nH]c1=O returned GalR3 antag -5, IMP-1 inh -1.4, UBC9 SUMO inh 11, VIM-2 inh -1.9, IDE inh -3, p-CIP stab down 9, HCV NS3 hel inh 2, IDE cell activ -1 and CRFBP-R2 block -2.
CNC(=O)c1ccsc1NC(=O)CCS(=O)(=O)c1ccc(Cl)cc1 was read as GalR3 antag -1, IDE inh 3, IDE cell activ 5 and CRFBP-R2 block 22.
CC(C)(C)OC(=O)NCCc1nnc(S(=O)(=O)Cc2ccc(Cl)cc2Cl)o1 was read as GalR3 antag 3, IMP-1 inh 0.4, UBC9 SUMO inh 20, VIM-2 inh -2.0, IDE inh 0, p-CIP stab down -2, HCV NS3 hel inh -7, IDE cell activ -2 and CRFBP-R2 block 18.
For COc1cc2c(c(OC)c1)C(c1ccncc1)CC(=O)N2 (stereo not drawn) the results were GalR3 antag -3, IMP-1 inh -1.7, UBC9 SUMO inh 9, VIM-2 inh 0.1, IDE inh -2, p-CIP stab down -5, HCV NS3 hel inh 3, IDE cell activ 7 and CRFBP-R2 block -23.
For Cc1cc(C)nc(Nc2ccc(F)cc2)n1 the results were GalR3 antag -1, IMP-1 inh -2.2, UBC9 SUMO inh 21, VIM-2 inh -2.3, IDE inh 5, p-CIP stab down -12, HCV NS3 hel inh -10, IDE cell activ 2 and CRFBP-R2 block 7.
For N#C/C(=C/c1ccc(-c2ccccc2)o1)c1nc(-c2cccs2)cs1 the results were GalR3 antag -5, IMP-1 inh 2.4, UBC9 SUMO inh 64, VIM-2 inh -1.0, IDE inh 14, p-CIP stab down -36, HCV NS3 hel inh 7, IDE cell activ -15 and CRFBP-R2 block -198.
`CC(=O)c1c(N2CCCC2)nc(=S)n(-c2ccccc2)c1C` gave GalR3 antag 2, IMP-1 inh -2.0, UBC9 SUMO inh -9, VIM-2 inh -1.9, IDE inh 2, p-CIP stab down 2, HCV NS3 hel inh 0, IDE cell activ -1 and CRFBP-R2 block 1.
`COCCn1c(COc2ccccc2)nnc1SCC(N)=O` gave GalR3 antag -4, IMP-1 inh -2.8, UBC9 SUMO inh 13, VIM-2 inh -2.9, p-CIP stab down -6, HCV NS3 hel inh 3, IDE cell activ 1 and CRFBP-R2 block -14.
`CCOC(=O)c1ccc[n+](CC(=O)Nc2cc(C(F)(F)F)ccc2Cl)c1` gave GalR3 antag 2, IMP-1 inh -3.1, UBC9 SUMO inh -4, VIM-2 inh -2.1, IDE inh 8, p-CIP stab down -3, HCV NS3 hel inh 0, IDE cell activ -3 and CRFBP-R2 block -3.
Screening CC(c1nnc(SCn2nnc3ccccc3c2=O)n1-c1ccc(Cl)cc1)N(C)C (stereo not drawn) returned GalR3 antag 7, IMP-1 inh -3.2, UBC9 SUMO inh -5, VIM-2 inh -5.9, IDE inh -3, p-CIP stab down 8, HCV NS3 hel inh 14, IDE cell activ 4 and CRFBP-R2 block -1.

The closing 3 compounds of the part before lead into the next.
`COCCn1c(COc2ccccc2)nnc1SCC(N)=O` gave GalR3 antag -4, IMP-1 inh -2.8, UBC9 SUMO inh 13, VIM-2 inh -2.9, p-CIP stab down -6, HCV NS3 hel inh 3, IDE cell activ 1 and CRFBP-R2 block -14.
`CCOC(=O)c1ccc[n+](CC(=O)Nc2cc(C(F)(F)F)ccc2Cl)c1` gave GalR3 antag 2, IMP-1 inh -3.1, UBC9 SUMO inh -4, VIM-2 inh -2.1, IDE inh 8, p-CIP stab down -3, HCV NS3 hel inh 0, IDE cell activ -3 and CRFBP-R2 block -3.
Screening CC(c1nnc(SCn2nnc3ccccc3c2=O)n1-c1ccc(Cl)cc1)N(C)C (stereo not drawn) returned GalR3 antag 7, IMP-1 inh -3.2, UBC9 SUMO inh -5, VIM-2 inh -5.9, IDE inh -3, p-CIP stab down 8, HCV NS3 hel inh 14, IDE cell activ 4 and CRFBP-R2 block -1.
For COc1ccc([C@@H]2CC=C(C(=O)O)[C@H](c3cccc(Cl)c3)N2S(=O)(=O)c2ccc(C)cc2)cc1OC the results were GalR3 antag -6, IDE inh 0, IDE cell activ -2 and CRFBP-R2 block 0.
COC(=O)N[C@H](CC(C)=O)c1cccc(C(F)(F)F)c1 was read as GalR3 antag -3, IMP-1 inh -4.0, UBC9 SUMO inh -7, VIM-2 inh -1.8, IDE inh -1, p-CIP stab down 2, HCV NS3 hel inh 6, IDE cell activ -2 and CRFBP-R2 block 3.
Screening COc1ccc(C)cc1S(=O)(=O)N1CCC2(CC1)OCCN2S(=O)(=O)c1cccs1 returned GalR3 antag -4, IDE inh -5, IDE cell activ 5 and CRFBP-R2 block 12.
O=C(c1ccccc1)c1cnc(-c2ccc(Cl)cc2)s1 was read as GalR3 antag -1, IMP-1 inh -1.6, UBC9 SUMO inh -6, VIM-2 inh -2.9, IDE inh 8, p-CIP stab down -10, HCV NS3 hel inh 7, IDE cell activ -5 and CRFBP-R2 block -3.
For COc1ccc(NC(=O)c2cnn(-c3ccccc3)c2C)cc1OC the results were GalR3 antag -8, IMP-1 inh -0.5, UBC9 SUMO inh 8, VIM-2 inh -0.8, IDE inh 7, p-CIP stab down 2, HCV NS3 hel inh 8, IDE cell activ 1 and CRFBP-R2 block 0.
CN(c1ccc(C(=O)NCCc2ccccc2)cc1)S(C)(=O)=O was read as GalR3 antag 4, IMP-1 inh -0.4, UBC9 SUMO inh 8, VIM-2 inh -1.1, IDE inh 7, p-CIP stab down -141, HCV NS3 hel inh -1, IDE cell activ 0 and CRFBP-R2 block 16.
`N#CCN1C(=O)NC2(CCCc3sccc32)C1=O` (stereo not drawn) gave GalR3 antag -10, IMP-1 inh -1.6, UBC9 SUMO inh 0, VIM-2 inh 0.8, IDE inh 1, p-CIP stab down -16, HCV NS3 hel inh -10, IDE cell activ 1 and CRFBP-R2 block 8.
O=C(NC1CCCCC1)NC1CC2CCC(C1)N2Cc1nnnn1Cc1ccc2c(c1)OCO2 (stereo not drawn) was read as GalR3 antag -1, IMP-1 inh -1.6, UBC9 SUMO inh 13, VIM-2 inh 0.0, IDE inh 5, p-CIP stab down -8, HCV NS3 hel inh -8, IDE cell activ 0 and CRFBP-R2 block -16.
`O=C(Nc1ccon1)c1cccc(Cl)c1` gave GalR3 antag -6, IMP-1 inh -2.7, UBC9 SUMO inh -23, VIM-2 inh -2.4, IDE inh -1, p-CIP stab down -8, HCV NS3 hel inh 10, IDE cell activ 5 and CRFBP-R2 block -14.
For Cc1sc(NC(=O)CSc2nnnn2C2CCCC2)c(C#N)c1C the results were GalR3 antag -3, IMP-1 inh -0.7, UBC9 SUMO inh 27, VIM-2 inh -0.9, IDE inh 5, p-CIP stab down 4, HCV NS3 hel inh 1, IDE cell activ 0 and CRFBP-R2 block -20.
`O=C(NCCCN1CCOCC1)c1cc(-c2ccccc2F)no1` gave GalR3 antag -2, IMP-1 inh -0.7, UBC9 SUMO inh 10, VIM-2 inh -0.4, IDE inh 1, p-CIP stab down -1, HCV NS3 hel inh 4, IDE cell activ 3 and CRFBP-R2 block -18.
`CC(C)c1nnc(NC(=O)CCC(=O)NCC2CCCO2)s1` (stereo not drawn) gave GalR3 antag -2, IMP-1 inh -3.2, UBC9 SUMO inh 20, VIM-2 inh -2.5, IDE inh 3, p-CIP stab down 11, HCV NS3 hel inh -1, IDE cell activ 2 and CRFBP-R2 block 4.
O=C(Cn1c(=O)c2cccn2c2cccnc21)NCCCN1CCN(c2ccc(F)cc2)CC1 was read as GalR3 antag -11, IMP-1 inh -3.7, UBC9 SUMO inh 9, VIM-2 inh -2.3, IDE inh -1, p-CIP stab down 6, HCV NS3 hel inh -7, IDE cell activ -2 and CRFBP-R2 block 4.
`COc1ccc(Cc2c(N)nc(N)nc2N)cc1` gave GalR3 antag 3, IMP-1 inh -1.4, UBC9 SUMO inh 10, VIM-2 inh -5.3, IDE inh 2, p-CIP stab down -8, HCV NS3 hel inh 2, IDE cell activ 0 and CRFBP-R2 block -10.
`CC(Oc1ccccc1)C(=O)Nc1cccc([N+](=O)[O-])c1` (stereo not drawn) gave GalR3 antag -7, IMP-1 inh -1.9, UBC9 SUMO inh 1, VIM-2 inh -0.5, IDE inh 4, p-CIP stab down -7, HCV NS3 hel inh -13, IDE cell activ 3 and CRFBP-R2 block 13.
`CCOC(=O)c1c(C)oc2ccc(NS(=O)(=O)c3ccc(C(=O)O)cc3)cc12` gave GalR3 antag -4, IMP-1 inh -4.8, UBC9 SUMO inh 20, VIM-2 inh -0.4, IDE inh -2, p-CIP stab down 4, HCV NS3 hel inh 20, IDE cell activ 5 and CRFBP-R2 block 13.
`O=C(COc1ccccc1F)Nc1ccccc1C(=O)NC1CC1` gave GalR3 antag -4, IDE inh -4, IDE cell activ -3 and CRFBP-R2 block -4.
`CCOC(=O)c1c(-c2ccc(OC)c(OC)c2)csc1NC(=O)C1CCCO1` (stereo not drawn) gave GalR3 antag 5, IMP-1 inh -1.5, UBC9 SUMO inh 4, VIM-2 inh 1.6, IDE inh -3, p-CIP stab down -6, HCV NS3 hel inh -6, IDE cell activ -1 and CRFBP-R2 block 60*.
For CCOc1ccc(N2C(=O)C3ON(c4ccccc4)C(c4ccco4)C3C2=O)cc1 (stereo not drawn) the results were GalR3 antag -5, IMP-1 inh -2.4, UBC9 SUMO inh -14, VIM-2 inh -2.2, IDE inh -5, p-CIP stab down -3, HCV NS3 hel inh 7, IDE cell activ 0 and CRFBP-R2 block 4.
Screening CCC1CO/C(=C(\C(=C(Cl)Cl)N2CCOCC2)[N+](=O)[O-])N1 (stereo not drawn) returned GalR3 antag -1, IMP-1 inh -3.3, UBC9 SUMO inh -9, VIM-2 inh -4.4, IDE inh 4, p-CIP stab down 6, HCV NS3 hel inh -14, IDE cell activ 1 and CRFBP-R2 block 5.
`CCCn1c(SC(C)C(=O)O)nc2ccccc21` (stereo not drawn) gave IMP-1 inh -2.5, UBC9 SUMO inh 11, VIM-2 inh 0.7, IDE inh 5, p-CIP stab down 2, HCV NS3 hel inh 11, IDE cell activ 0 and CRFBP-R2 block 29.
For COc1ccccc1NC(=O)COC(=O)C12CC3CC(CC(Cl)(C3)C1)C2 the results were GalR3 antag -3, IMP-1 inh 0.0, UBC9 SUMO inh -10, VIM-2 inh 1.3, IDE inh 6, p-CIP stab down -4, HCV NS3 hel inh -4, IDE cell activ 2 and CRFBP-R2 block -3.
